RORa activator: activates the human nuclear receptor RORA. CHO-K1 Gal4-RORA LBD luciferase reporter, luminescence; percent increase over mock-subtracted basal signal. activation, % at 10 µM. 65,000 tested, 1.5% active. AID 560;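 active = activation above the mean of all tested compounds plus 3 SD, cut at about 49% in these data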;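 note: 0% = DMSO-treated RORA cells and 100% = added signal equal to DMSO minus mock-transfected cells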
Abs 340nm: absorbance at 340 nm; compound absorbance at 340 nm, fold over control; fold change at 10 µM; 65,000 tested, under 10 active; AID 708;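 active = at 10 µM dose, initial 340 nm absorbance at least 2 fold that of control wells; inactive = change under 2 fold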;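 note: initial absorbance extrapolated from kinetic A340 decline of NADH oxidation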
TNAP act DEA: activators of human TNAP at intermediate phosphate acceptor. P05186. purified TNAP, CDP-star luminescence, 100 mM DEA, 30 min; hits give high values; scale: 0 levamisole-inhibited, 1 vehicle-only enzyme. activation factor at 20 µM. 64,000 tested, under 10 active;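 active = activation factor of at least 2 at 20 µM, relative to controls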
MMP-13 inhibitor: MMP13 (human) collagenase inhibition | P45452 | MMP-13 fTHP FRET cleavage, Mca fluorescence | inhibition, % at 4 µM | 65,000 tested, 0.07% active;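 active = inhibition above the mean of compound-free control plate wells plus 3 SD, cut at about 14% in these data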;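 note: 0% = DMSO wells and 100% = wells with reference MMP-13 inhibitor after basal subtraction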
Fluor 339 460: intrinsic fluorescence of library compounds, ex339/em460 – biochemical, MLSMR library, data from DPM-DC assay, artefact control, profiling panel | compound autofluorescence, ex339/em460 nm, NADH buffer; hits give high values; 1 = no-compound wells, NADH background | fluorescence fold increase at 10 µM | 65,000 tested, 5.5% active | AID 709;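 active = at 10 µM, mean starting fluorescence two-fold or more over control wells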;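 note: signal is the first read of a kinetic run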
SF-1 act: activators of human nuclear receptor SF-1; Q13285; CHO-K1 Gal4-SF-1 LBD luciferase reporter; % increase over DMSO SF-1-specific signal; activation, % at 10 µM; 65,000 tested, 1.9% active; AID 522;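 active = activation above the mean activation of all tested compounds plus 3 SD, cut at about 50% in these data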
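Material: Transient Gal4-SF-1 LBD reporter, CHO-K1 | Input: 4,000 cells/well | Dosing: One dose, 10 µM compound, 1% DMSO | Incubation: 20 h compound treatment, 37 °C | Detection: SteadyLite luciferase luminescence | Evaluation: Percent activation relative to DMSO median and mock-transfected background | Benchmarks: DMSO-treated SF-1-transfected cells as negative, DMSO-treated mock-transfected cells lacking SF-1 as background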
HTR1A agonist: agonists of human 5-HT1a serotonin receptor; CHO 5-HT1a Ga15 NFAT-bla reporter, FRET ratio; 0% basal, 100% maximal reference agonist; activation, % at 10 µM; 65,000 tested, 0.56% active; AID 567;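 active = activation above the screen-wide mean activation plus 3 SD, cut at about 19% in these data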;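 note: 0% = DMSO wells and 100% = 5-CT at EC100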
Target sequence (P08908 whole entry, looked up): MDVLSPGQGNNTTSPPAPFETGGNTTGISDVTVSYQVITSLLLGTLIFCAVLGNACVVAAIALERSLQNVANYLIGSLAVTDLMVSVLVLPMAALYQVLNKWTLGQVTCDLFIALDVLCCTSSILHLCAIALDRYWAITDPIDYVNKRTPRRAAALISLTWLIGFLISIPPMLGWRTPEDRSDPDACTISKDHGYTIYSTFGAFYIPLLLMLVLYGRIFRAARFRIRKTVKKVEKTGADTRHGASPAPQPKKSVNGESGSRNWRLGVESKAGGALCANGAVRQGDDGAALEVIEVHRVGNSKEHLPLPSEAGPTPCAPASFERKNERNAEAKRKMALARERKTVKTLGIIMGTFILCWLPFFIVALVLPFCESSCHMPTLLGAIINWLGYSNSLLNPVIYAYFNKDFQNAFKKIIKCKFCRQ
NADH enzymes: blocks coupling enzymes of NAD/NADH assays. coupled PK/LDH NADH assays, four targets. IC50, µM (doses to about 10 µM), for the others: at the highest dose inhibition. 65,000 tested, 0.02% active. AID 774;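 active = single-dose screening hits from any of four coupled enzyme assays that gave an IC50 when retested across doses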;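 note: the DPM-DC format reads NADH fluorescence rather than 340 nm absorbance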
5-HT1A blocker: 5-HT1a (human) receptor antagonism | CHO 5-HT1a Ga15 NFAT-bla reporter, antagonist mode | 62,000 tested, 0.68% active | P08908 | inhibition, % at 10 µM;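 active = inhibition above the mean of all tested compounds plus 3 SD, cut at about 43% in these data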;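 note: receptor stimulated by 5-CT agonist at 100 nM near EC80; beta-lactamase reporter measured by ratiometric fluorescence of a cleavable substrate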
* marks the source's active call; other numbers are inactive results; · = no result given. The list is partial; the hit share may differ from the screen's.

Letter code: A = RORa activator; B = Abs 340nm; C = TNAP act DEA; D = MMP-13 inhibitor; E = Fluor 339 460; F = SF-1 act; G = HTR1A agonist; H = NADH enzymes; I = 5-HT1A blocker
1	Cc1nc2ccccn2c(=O)c1CCN1CCC(C(=O)c2ccc(F)cc2)CC1
  A: 3.6	B: 1.02	C: 0.8	D: 2.0	E: 1.31	F: -4.9	G: 1.2	H: 4.0%	I: ·
2	O=C(NCCc1c[nH]c2ccccc12)c1cccnc1
  A: 19.5	B: 1.02	C: 0.9	D: 0.1	E: 1.06	F: 5.8	G: -2.4	H: 6.0%	I: 8.6
3	C[C@]12CCC(=O)C=C1CC[C@@H]1[C@@H]2CC[C@@]2(C)[C@H]1CC[C@]2(O)C(=O)CO
  A: 5.8	B: 0.97	C: 0.8	D: 1.1	E: 1.01	F: -6.0	G: 0.3	H: 1.0%	I: ·
4	Cc1cc(-c2ccccc2)nnc1NCCN1CCOCC1
  A: -10.8	B: 0.98	C: 0.9	D: 0.5	E: 1.04	F: 2.9	G: -0.3	H: 2.0%	I: ·
5	COc1ccc(/C=C/C(=O)Nc2ccccc2C(=O)O)cc1OC
  A: -29.3	B: 1.09	C: 0.9	D: 3.6	E: 1.02	F: -9.4	G: -3.5	H: 1.0%	I: ·
6	CC[N+](C)(CC)CCOC(=O)C(O)(c1ccccc1)C1CCCCC1 (configuration not stated)
  A: -2.4	B: 0.99	C: 0.9	D: 7.1	E: 1.05	F: 4.1	G: -2.4	H: 2.0%	I: ·
7	Oc1ccc(/C=C/c2cc(O)cc(O)c2)cc1
  A: -9.1	B: 1.03	C: 0.9	D: -5.2	E: 1.31	F: -10.7	G: -1.1	H: 4.0%	I: ·
8	CC(COc1ccccc1)NC(C)C(O)c1ccc(O)cc1 (configuration not stated)
  A: -23.4	B: 0.98	C: 0.9	D: -1.9	E: 1.03	F: 17.9	G: -0.6	H: 2.0%	I: ·
9	CC(=O)NC(Cc1ccccc1)C(=O)O (configuration not stated)
  A: 9.6	B: 1.03	C: 1	D: -0.2	E: 1.1	F: -8.2	G: -1.5	H: 2.0%	I: -10.7
10	O=C(CCNNC(=O)c1ccncc1)NCc1ccccc1
  A: -9.3	B: 1	C: 0.9	D: -0.8	E: 0.99	F: -8.8	G: -0.8	H: 3.0%	I: ·
11	C1CCC(C(CC2CCCCN2)C2CCCCC2)CC1 (configuration not stated)
  A: -5.2	B: 0.97	C: 1.2	D: -7.5	E: 1.02	F: -3.9	G: -0.1	H: 3.0%	I: ·
12	CCC(C)n1ncn(-c2ccc(N3CCN(c4ccc(OCC5COC(Cn6cncn6)(c6ccc(Cl)cc6Cl)O5)cc4)CC3)cc2)c1=O (configuration not stated)
  A: -44.8	B: 1	C: 0.9	D: -11.2	E: 1.06	F: -44.7	G: 1.1	H: 3.0%	I: ·

6 entries from above in a different format:
[7] Oc1ccc(/C=C/c2cc(O)cc(O)c2)cc1
[1] Cc1nc2ccccn2c(=O)c1CCN1CCC(C(=O)c2ccc(F)cc2)CC1
[8] CC(COc1ccccc1)NC(C)C(O)c1ccc(O)cc1 (configuration not stated)
[6] CC[N+](C)(CC)CCOC(=O)C(O)(c1ccccc1)C1CCCCC1 (configuration not stated)
[10] O=C(CCNNC(=O)c1ccncc1)NCc1ccccc1
[12] CCC(C)n1ncn(-c2ccc(N3CCN(c4ccc(OCC5COC(Cn6cncn6)(c6ccc(Cl)cc6Cl)O5)cc4)CC3)cc2)c1=O (configuration not stated)

Assay by compound,7,1,8,6,10,12
RORa activator,-9.1,3.6,-23.4,-2.4,-9.3,-44.8
Abs 340nm,1.03,1.02,0.98,0.99,1,1
TNAP act DEA,0.9,0.8,0.9,0.9,0.9,0.9
MMP-13 inhibitor,-5.2,2.0,-1.9,7.1,-0.8,-11.2
Fluor 339 460,1.31,1.31,1.03,1.05,0.99,1.06
SF-1 act,-10.7,-4.9,17.9,4.1,-8.8,-44.7
HTR1A agonist,-1.1,1.2,-0.6,-2.4,-0.8,1.1
NADH enzymes,4.0%,4.0%,2.0%,2.0%,3.0%,3.0%
5-HT1A blocker,·,·,·,·,·,·

Screens (PubChem)
